Compound activity (PubChem BioAssay)
HTT aggregate – mutant huntingtin aggregation inhibition | actives 1.1% (n = 220,000) | Potency, µM (titrated, usually from 46.1 µM), without a hit: top-dose activity change, negative = inhibition, most hits filed as inhibitors | PC12 HttQ103-GFP aggregates, Acumen cytometry, 40 h; note: potency is the fitted concentration of half-maximal effect; % is set by controls: 0 for no effect and ±100 for the full control effect; nearly all actives have a fitted effect of over 60% in size
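PC12/HTTQ103-GFP, ecdysone-inducible; teb 100 nM; cpd qHTS titration; GFP aggregates read on laser cytometer, Ex 488/Em 500-530 nm.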
CBFb-RUNX1 inh – inhibitors of human CBF-beta and RUNX1 interaction | Q01196+Q13951 | AlphaScreen CBFb-His/RUNX1-biotin binding, biochemical | Potency, µM (titrated, usually from 59.8 µM), without a hit: top-dose activity, negative = inhibition, actives largely listed as inhibitors | 230,000 tested, under 10 active; note: % of control where 0% means no effect
Target sequence (Q01196 whole entry, looked up): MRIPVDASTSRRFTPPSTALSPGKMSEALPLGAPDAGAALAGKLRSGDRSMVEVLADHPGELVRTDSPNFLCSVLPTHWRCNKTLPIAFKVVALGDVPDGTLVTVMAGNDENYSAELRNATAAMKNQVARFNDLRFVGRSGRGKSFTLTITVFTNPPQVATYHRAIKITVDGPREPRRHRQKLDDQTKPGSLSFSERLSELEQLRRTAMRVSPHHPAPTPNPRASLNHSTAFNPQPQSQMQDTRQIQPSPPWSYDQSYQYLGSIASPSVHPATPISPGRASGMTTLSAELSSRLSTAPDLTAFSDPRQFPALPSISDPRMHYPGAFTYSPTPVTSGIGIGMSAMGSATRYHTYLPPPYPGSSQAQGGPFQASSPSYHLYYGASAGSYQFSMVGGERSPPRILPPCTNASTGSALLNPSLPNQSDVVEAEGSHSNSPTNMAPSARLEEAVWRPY
Target sequence (Q13951 whole entry, looked up): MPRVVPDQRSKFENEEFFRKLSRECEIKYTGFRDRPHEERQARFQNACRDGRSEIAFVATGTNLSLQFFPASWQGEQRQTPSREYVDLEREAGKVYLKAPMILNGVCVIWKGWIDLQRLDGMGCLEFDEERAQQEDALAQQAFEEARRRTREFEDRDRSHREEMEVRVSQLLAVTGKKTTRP
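CBF-beta (His) and RUNX1 (biotin), 30 nM each; 20 min preassociation; + compound, 15 min; + beads 50 ng each (Ni, streptavidin), 90 min; RT; AlphaScreen read.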
HTT ATP protect – Huntington cell model cytoprotection by ATP luminescence; actives 0.14% (n = 230,000); Potency, µM (titrated, usually from 56.4 µM), for the others: cytoprotection (ATP increase), hits mostly activators; PC12 HTT-Q103 induced, cytoprotection, ATP luminescence, 40 h;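 note: potency is the fitted concentration of half-maximal effect; % of control where 0% means no effect; nearly all actives have a fitted effect of over 45% in size; toxic huntingtin expression switched on by the ecdysone agonist tebufenozide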
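PC12 cells with ecdysone-inducible HTT exon 1 Q103-GFP, induced with 100 nM tebufenozide and co-treated with library compounds in a dose series (1536-well, 1500 cells/well). Cytoprotection read as ATP content by ATPlite luminescence.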
Lamin A splicing – modulators of lamin A splicing. HeLa LMNA splicing GFP/RFP minigene ratio, 48 h. Potency, µM (titrated, usually from 46.1 µM), for the others: top-dose ratio change, negative = inhibition, actives largely listed as inhibitors. actives 0.01% (n = 200,000); active = well fitted inhibition curve with a large enough effect in the signal ratio, with a control signal flat, not every such curve was filed as active; inconclusive = small, poorly fitted or top-dose-only effect, or effect the other way, or a change in a side signal; the % refers to the signal ratio; note: potency is the fitted concentration of half-maximal effect; % is set by controls: 0 for no effect and ±100 for the full control effect
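S3 HeLa stable clones carrying a lamin A-EGFP splicing minigene plus DsRed2 were seeded at 600 cells/well in Opti-MEM with 2% FBS, pin-dosed and incubated 48 h at 37°C. Acumen cytometry (488 nm) gave the GFP/RFP total-intensity ratio.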
Active calls of the source: *; ? = inconclusive; . = no result given; [ ] = another dose, or the depositor's remark. Unless noted, calls come from the whole dose curve; as a rule, active = well fitted curve in the direction sought with a large enough effect; inconclusive = small, poorly fitted or top-dose-only effect, or another doubt; inactive = no such curve, though single readings can be large; an effect the other way counts as inactive or inconclusive.

SMILES	HTT aggregate	CBFb-RUNX1 inh	HTT ATP protect	Lamin A splicing
CC(C)(C)OC(=O)C(Br)CCBr (configuration not stated)	.	12%	.	.
CN1CC[C@]2(c3cccc(O)c3)Cc3nc4ccccc4cc3C[C@H]2C1	.	9%	.	.
C[C@H]1CC[C@@H]2[C@@H](C)[C@H]3C(C[C@H]4C5CC[C@H]6C[C@@H](O)CC[C@]6(C)C5CC[C@]34C)N2C1 (some centres not stated)	.	-1%	.	.
COc1cc(N)c(Cl)cc1C(=O)NC1CN2CCC1CC2 (configuration not stated)	.	4%	.	.
Nc1ccc(-c2ccc(N)c(N)c2)cc1N	.	?	.	.
CCC1COC(Cn2cncn2)(c2ccc(Cl)cc2Cl)O1 (configuration not stated)	.	2%	.	.
COc1ccc(NC(=O)CCc2nc(C3=CCN(Cc4cccc(Cl)c4)CC3)no2)c(OC)c1	.	.	.	?
CCN1C(=O)c2ccccc2Sc2ccc(NC(=O)Cc3ccc(OC)c(OC)c3)cc21	.	.	.	?
Cc1ccc(NC(=O)N(Cc2ccc3c(c2)OCO3)C2CCN(Cc3ccccc3)CC2)cc1C	.	.	.	-6%[46 µM]
COC(=O)c1c(-c2ccc(Cl)cc2)noc1N1CCN(c2ccc(C(C)=O)cc2)CC1	.	.	.	?
COc1cccc(-n2c(SCC(=O)c3ccc(Cl)cc3)nc3c([nH]c4ccccc43)c2=O)c1	.	.	.	?
CN1CCN(c2csc3ccc(F)cc3c2=O)CC1	.	.	.	-9%[46 µM]
Cc1ccc(CNc2cc(C)nc3nc(-c4ccc(C)cc4)nn23)cc1	.	.	.	?
COc1ccc(NC(=O)CCc2nc(C3=CCN(Cc4cccc(C)c4)CC3)no2)c(OC)c1	.	.	.	-6%[46 µM]
O=c1c2ccccc2nc(/C=C/c2cccc3ccccc23)n1-c1ccccc1Cl	.	.	.	?
Cc1cccc(Cn2cccc(C(=O)Nc3ccc4c(c3)OCCO4)c2=O)c1	.	.	.	-23%[46 µM]
Cc1cccc(Cn2cccc(C(=O)Nc3nnc(C)s3)c2=O)c1	.	.	.	-5%[46 µM]
Cc1ccc(CN2C(=O)c3ccccc3Sc3ccc(C(=O)N4CCC5(CC4)OCCO5)cc32)cc1	.	.	.	?
Cc1nnc(NC(=O)c2cccn(Cc3cccc(Cl)c3)c2=O)s1	.	.	.	-1%[46 µM]
O=C(Nc1ccc2c(c1)OCO2)c1cccn(Cc2ccccc2)c1=O	.	.	.	20%[46 µM]
O=C(Nc1cc(C(F)(F)F)cc(C(F)(F)F)c1)c1cccn(Cc2ccccc2Cl)c1=O	.	.	.	-21%[46 µM]
O=C(Nc1cccc(Cl)c1)c1cnc2sc(N3CCCC3)nn2c1=O	.	.	.	?
COc1cccc(C2=CC(c3cc(Br)ccc3F)n3nnnc3N2)c1 (configuration not stated)	.	.	.	?
CCc1ccc(OCC(=O)N2CCN(CCc3ccncc3)CC2)cc1	.	.	.	?
Cc1cccc(CN2C(=O)CN=C(c3ccccc3Cl)c3cc(Cl)ccc32)c1	.	.	.	?
SMILES	HTT aggregate	CBFb-RUNX1 inh	HTT ATP protect	Lamin A splicing
COc1ccccc1-c1nn2c(=O)cc(CN3CCN(C(=O)Nc4ccc(C)cc4Cl)CC3)nc2s1	.	.	.	?
Cc1ccc2c(c1)cc(C(=O)Nc1ccccc1C)n2C	.	.	.	?
Cc1ccc(OCC(=O)N2CCN(CCc3ccncc3)CC2)cc1	.	.	.	24%[46 µM]
COc1ccc(NC(=O)CN2C(=O)C(C)N=C(c3ccccc3F)c3cc(Cl)ccc32)c(OC)c1 (configuration not stated)	.	.	.	12%[46 µM]
Cc1ccc(-n2c(/C=C/c3ccccc3)nc3ccccc3c2=O)cc1Cl	.	.	.	-8%[46 µM]
CCOc1ccc(C(NC(=O)c2cc(OC)c(OC)c(OC)c2)c2cc(Cl)c3cccnc3c2O)cc1 (configuration not stated)	.	.	.	?
O=C(Nc1nc2ccccc2s1)c1cccn(Cc2ccccc2)c1=O	.	.	.	?
COc1cccc(NC(=O)C2CCN(S(=O)(=O)c3cc(-c4noc(C)n4)ccc3C)CC2)c1	.	.	.	?
Cc1cccc(-c2nn3c(=O)cc(CN4CCN(C(=O)COc5ccc(Cl)cc5)CC4)nc3s2)c1	.	.	.	1%[46 µM]
Cc1ccc(CNC(=O)c2ccccc2NC(=O)c2nsc3ccccc23)cc1	.	.	.	?
Cc1ccccc1CN1C(=O)C(C)N=C(c2ccccc2)c2ccccc21 (configuration not stated)	.	.	.	-22%[46 µM]
COc1ccc(CCNCc2ccc3c(c2)n(C)c(=O)n3C)cc1	.	.	.	12%[46 µM]
NC(=O)c1ccc(NC(=O)c2cccn(Cc3ccccc3)c2=O)cc1	.	.	.	-16%[46 µM]
Cc1ccc2nc(NC(=O)c3cccn(Cc4ccccc4F)c3=O)sc2c1	.	.	.	12%[46 µM]
Cc1ccc(-n2c(/C=C/c3cc(Br)cs3)nc3ccccc3c2=O)cc1	.	.	.	?
O=C(COc1ccccc1Cl)N1CCN(CCc2ccccn2)CC1	.	.	.	17%[46 µM]
COc1ccc(C)cc1NC(=O)c1cccn(Cc2cccc([N+](=O)[O-])c2)c1=O	.	.	.	9%[46 µM]
CCc1cccc(NC(=O)CN2C(=O)CN=C(c3ccccc3F)c3cc(Cl)ccc32)c1	.	.	.	-11%[46 µM]
Cc1cc(OCC(=O)N2CCN(CCc3ccccn3)CC2)cc(C)c1Cl	.	.	.	?
O=C(c1ccc2c(c1)N(Cc1ccc(F)cc1)C(=O)c1ccccc1S2)N1CCC2(CC1)OCCO2	.	.	.	?
O=S1(=O)N(Cc2ccccc2)CCCN1Cc1cccc(Cl)c1	.	.	.	1%[46 µM]
Cn1c(=O)n(C)c2cc(CNCCc3ccc(F)cc3)ccc21	.	.	.	21%[46 µM]
COc1ccc(NC(=O)c2sc3nc4c(cc3c2N)N2CCC4CC2)cc1OC	.	.	.	?
Cc1ccc(Cn2cccc(C(=O)Nc3cc(C)on3)c2=O)cc1	.	.	.	3%[46 µM]
O=C(Nc1nc2c(Cl)cccc2s1)c1ccc(S(=O)(=O)N2CCc3ccccc32)cc1	.	.	.	?

Compound profiles, as listed above. Order of screens: HTT aggregate | CBFb-RUNX1 inh | HTT ATP protect | Lamin A splicing
`Cc1nnc(NC(=O)c2cccn(Cc3cccc(Cl)c3)c2=O)s1` across the screens: . | . | . | -1%[46 µM]
`CCOc1ccc(C(NC(=O)c2cc(OC)c(OC)c(OC)c2)c2cc(Cl)c3cccnc3c2O)cc1` (configuration not stated) across the screens: . | . | . | ?
`COc1ccc(NC(=O)CCc2nc(C3=CCN(Cc4cccc(Cl)c4)CC3)no2)c(OC)c1` across the screens: . | . | . | ?
`Cc1cccc(-c2nn3c(=O)cc(CN4CCN(C(=O)COc5ccc(Cl)cc5)CC4)nc3s2)c1` across the screens: . | . | . | 1%[46 µM]
`CCc1ccc(OCC(=O)N2CCN(CCc3ccncc3)CC2)cc1` across the screens: . | . | . | ?

(list continues)
SMILES	HTT aggregate	CBFb-RUNX1 inh	HTT ATP protect	Lamin A splicing
Cc1ccc(-c2nn3c(=O)cc(CN4CCN(C(=O)COc5ccc(C)c(C)c5)CC4)nc3s2)cc1	.	.	.	-6%[46 µM]
COC(=O)C1C(c2ccccc2)C2C(=O)c3c(OC)cc(OC)cc3O[C@@]12c1ccc(OC)cc1 (some centres not stated)	.	9%[13.1 µM]	-14%[10 µM]	.
c1ccc(-c2cc3c(nc2-c2ccccc2)CCNC3)cc1	.	-2%[13.1 µM]	8%[10 µM]	.
COC(=O)[C@H]1[C@H](c2ccccc2)C(=O)[C@@]2(O)c3ccccc3O[C@@]12c1ccccc1	.	13%[13.1 µM]	5%[10 µM]	.
Oc1ccc2c3c1O[C@H]1c4[nH]c5ccccc5c4C[C@@]4(O)C(C2)N(CC2CC2)CC[C@]314	.	-5%	.	4%[46 µM]
C[C@]12CC[C@@H]3c4ccc(O)c(O)c4CC[C@H]3[C@@H]1CC[C@@H]2O	.	-24%	.	?
O=C(NCNC(=O)NC1C(=O)NC(=O)N1CO)NC1C(=O)NC(=O)N1CO (configuration not stated)	-12%	.	-12%	.
Oc1cccc[c]1[Hg][Cl]	8.9µM*	.	-99%[inhibitor]	.
O=C1NC(=O)N(Cc2ccccc2)C(=O)/C1=C/C=C/c1ccco1	-9%[9.22 µM]	.	-9%[10 µM]	.
O[C@H]1[C@H]2[C@H](O)CCCN2C[C@H]1O	9%	.	13%	.
Cc1ccc2c(c1)[C@@H]1CN(C)CC[C@H]1N2	-2%	.	22%	.
Nc1nc(N)nc(NC2CC2)n1	20%	.	18%	.
O=C1CN(O)C(c2ccccc2)=c2cc(Cl)ccc2=N1	-2%	.	0%	.
Clc1ccc2c(c1)C(c1ccccc1)=NCc1nncn1-2	16%	.	11%	.
CN1C2CCC1C(C(=O)O)C(OC(=O)c1ccccc1)C2 (configuration not stated)	-12%	.	7%	.
O=C(NC(=O)c1c(F)cccc1F)Nc1ccc(Cl)c(Oc2ncc(C(F)(F)F)cc2Cl)c1	-13%	.	10%	.
C[C@]12O[C@H](C[C@]1(O)CO)n1c3ccccc3c3c4c(c5c6ccccc6n2c5c31)CNC4=O	1.6µM*	.	-98%[inhibitor]	.
C#CCOC(C(=O)OCCN(C)C)(c1ccccc1)c1ccccc1	6%	.	8%	.
CC1(C)[C@@H](C=C(Cl)Cl)[C@@H]1C(=O)OCc1c(F)c(F)cc(F)c1F	8%	.	1%	.
CCc1ccc(N2C(=O)NC(=O)/C(=C\C=C\c3ccco3)C2=O)cc1	44%[9.22 µM]	.	-30%[10 µM]	.
CNC(C)C(O)c1ccc(O)cc1 (configuration not stated)	17%	.	19%	.
C[C@]12CC[C@H]3[C@@H](CC=C4C[C@@H](O)CC[C@@]43C)[C@@H]1CC[C@@H]2O	17%	.	10%	.
O=C(NC(O)C(Cl)(Cl)Cl)NC(O)C(Cl)(Cl)Cl (configuration not stated)	-1%	.	-34%[inhibitor]	.

Seven structures from above, ordered by length of the SMILES, falling:
SMILES	HTT aggregate	CBFb-RUNX1 inh	HTT ATP protect	Lamin A splicing
C[C@]12CC[C@H]3[C@@H](CC=C4C[C@@H](O)CC[C@@]43C)[C@@H]1CC[C@@H]2O	17%	.	10%	.
Cc1ccc(-c2nn3c(=O)cc(CN4CCN(C(=O)COc5ccc(C)c(C)c5)CC4)nc3s2)cc1	.	.	.	-6%[46 µM]
CC1(C)[C@@H](C=C(Cl)Cl)[C@@H]1C(=O)OCc1c(F)c(F)cc(F)c1F	8%	.	1%	.
O=C(NC(O)C(Cl)(Cl)Cl)NC(O)C(Cl)(Cl)Cl (configuration not stated)	-1%	.	-34%[inhibitor]	.
Clc1ccc2c(c1)C(c1ccccc1)=NCc1nncn1-2	16%	.	11%	.
Cc1ccc2c(c1)[C@@H]1CN(C)CC[C@H]1N2	-2%	.	22%	.
Nc1nc(N)nc(NC2CC2)n1	20%	.	18%	.

Some of the compounds tested; count on the stated rates, not on these rows.
